Screens: PubChem, several laboratories
GlmU inhibition: inhibition of mycobacterial GlmU enzyme – biochemical, glucosamine-1-phosphate acetyltransferase (AID 1376); inhibition, %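 (tested at 30 µM in the primary screen)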, or IC50 in µM where a hit was titrated; 220,000 tested, 0.25% active; M. tuberculosis GlmU acetyltransferase enzyme assay; higher % means a stronger effect; in the data active means inhibition above about 13%; inconclusive means no clear call, values can overlap the other calls;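 further: 0% = complete reaction with vehicle and 100% = reaction without substrate; strong numbers were not always called active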
RmlCD inh 1536: blocks M. tuberculosis RmlC and RmlD coupled enzymes. inhibition, % at 3.6 µM. AID 1533. RmlC+RmlD coupled enzyme assay, percent inhibition; primary screen in compound mixtures. P9WH09+P9WH11. 160,000 tested, 0.03% active; in the data active means inhibition mostly above about 34%, no sharp cut-off; inconclusive means no clear call, values can overlap the other calls; inactive means mostly below about 22%; further: some results filed as inactive read as strong as hits
Target sequence (P9WH09 whole entry, looked up): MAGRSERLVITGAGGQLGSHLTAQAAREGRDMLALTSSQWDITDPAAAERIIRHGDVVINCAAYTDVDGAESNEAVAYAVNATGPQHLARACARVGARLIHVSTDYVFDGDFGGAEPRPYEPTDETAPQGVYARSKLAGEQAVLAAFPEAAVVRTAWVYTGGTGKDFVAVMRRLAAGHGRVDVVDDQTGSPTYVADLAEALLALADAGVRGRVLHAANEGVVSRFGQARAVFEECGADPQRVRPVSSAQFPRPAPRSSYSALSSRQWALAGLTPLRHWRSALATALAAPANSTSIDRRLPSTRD
Target sequence (P9WH11 whole entry, looked up): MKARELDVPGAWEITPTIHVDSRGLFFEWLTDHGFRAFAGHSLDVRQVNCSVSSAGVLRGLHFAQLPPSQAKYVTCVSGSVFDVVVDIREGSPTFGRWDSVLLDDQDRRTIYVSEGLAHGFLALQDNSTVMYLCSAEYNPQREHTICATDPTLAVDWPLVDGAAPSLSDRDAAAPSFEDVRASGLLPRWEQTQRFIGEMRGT
* marks the source's active call; other numbers are inactive results; ? = inconclusive; . = no result given. These rows are one share of the data (hit frequency here may not be typical).

compound,GlmU inhibition,RmlCD inh 1536
CCC1(C)Cc2ccccc2-c2nc(NCCCO)n(-c3ccccc3)c(=O)c21 (stereo unspecified),-0.6%,4.1
CC(=O)Oc1ccc2c(=O)c(-c3ccccc3)c(C)oc2c1,-5.5%,6.5
Cc1ccc(NC(=S)N/N=C/c2c(C)[nH]c3ccccc23)cc1,4.5%,6.0
CCOC(=O)[C@]1(C#N)[C@@H]2C=CC(C(N)=O)=CN2[C@@H](C(N)=O)[C@@H]1c1ccc(F)cc1,-2.1%,1.5
CN1CCN(CC(O)c2ccccc2)CC1 (stereo unspecified),-0.8%,1.4
CC1CCCC(NC(=O)CCn2c(=O)oc3ccccc32)C1C (stereo unspecified),3.5%,4.2
CC(C)C1OC(c2cccc(NC(=O)c3cccs3)c2)OCC1(C)C (stereo unspecified),6.7%,12.2
COc1cccc(C2C(C#N)=C(N)Oc3cc(C)oc(=O)c32)c1OC (stereo unspecified),-0.3%,-5.7
CCCCCOC(=O)Nc1nnc(CCC)s1,6.8%,-13.6
COc1ccc(/C=C/c2c([N+](=O)[O-])c(=O)n(C)c(=O)n2C)cc1O,5.0%,98.8
CC(C)C(=O)NC(Oc1ccccc1Cl)C(Cl)(Cl)Cl (stereo unspecified),-4.1%,4.1
CCN(C(=O)CSc1cc(-c2ccccc2)c2ccc(OC)cc2n1)C1CCS(=O)(=O)C1 (stereo unspecified),-1.4%,4.2
Cc1cccc2nc(-c3cccnc3)c(NCCC(C)C)n12,-3.8%,1.8
Cc1ccc2c(C(=O)CNc3nncs3)c(C)[nH]c2c1,4.9%,-6.0
CCOC(=O)C(C)Sc1nnc(Cn2c(=O)sc3ccccc32)n1-c1ccccc1 (stereo unspecified),.,10.3
COc1cccc2c1N1C(=O)c3c(C(=O)O)cccc3C1CC2(C)C (stereo unspecified),-2.9%,1.9
O=C(Nc1cccnc1Oc1ncnc2cc(Cl)ccc12)c1ccc(F)cc1,-1.8%,-2.4
COc1ccc(Cc2cc(-c3ccc(F)cc3)n[nH]c2=O)cc1,-2.9%,-10.4
CCCCC(=O)OCC(=O)c1cc(C)n(-c2c(C)n(C)n(-c3ccccc3)c2=O)c1C,5.8%,6.5
CCOC(=O)c1cnc(SC)nc1Oc1cccc(NS(=O)(=O)c2ccc(F)cc2)c1,-6.4%,7.0

New compounds follow.
compound,GlmU inhibition,RmlCD inh 1536
COCCn1cnnc1SCC(=O)Nc1ccccc1C(=O)Nc1ccc2c(c1)OCO2,5.0%,.
CC1(C)C2CCC1(CS(=O)(=O)Nc1ccccc1)C(=O)C2 (stereo unspecified),-0.8%,-54.4
CS(=O)(=O)N1CCCC(C(=O)NCc2ccccn2)C1 (stereo unspecified),3.9%,.
CCN1CCN(c2nc3ccccc3nc2C(C#N)C(=O)OC2CCCCC2)CC1 (stereo unspecified),-5.0%,4.8
CC(C)Cn1c(/C=C/c2ccco2)nc2ccccc21,-3.3%,-2.6
COCCNC(=O)c1ccc(Cn2c(=S)[nH]c3cc4c(cc3c2=O)OCO4)cc1,1.8%,.
C=CCn1c(C)cc(C(=O)CSc2nnc(Cc3ccccc3)o2)c1C,-0.5%,.
CC(=O)c1cccc(Nc2cc(C)nc3c(C)cc(C)cc23)c1,-0.8%,-6.3
CCN(C(=O)C1CCN(S(=O)(=O)c2cccc3nonc23)CC1)c1ccccc1,1.1%,-3.7
Cc1ccc(OS(=O)(=O)c2ccc(-c3csc(C)n3)s2)c(C)c1,-1.2%,-3.1
O=S(=O)(NCc1ccccc1Br)c1cccs1,-3.5%,-6.4
Nc1nnnn1/N=C/c1cccc(Oc2ccccc2)c1,.,7.5
COC(=O)c1ccc(OS(=O)(=O)N(C)C)cc1,1.2%,3.9
CCOC(=O)CN1C(=O)NC(C)(c2ccc(OC(F)F)cc2)C1=O (stereo unspecified),-3.3%,2.9
Cc1cc(O)ccc1N/C=C/c1onc(C)c1[N+](=O)[O-],-0.1%,-5.3
CN(C)c1cccc(C(=O)Nc2ccc3nc4n(c(=O)c3c2)CCCCC4)c1,6.3%,.
CN(C)CCCNc1cc(C(C)(C)C)nc2c(-c3ccc(Cl)cc3)cnn12,-6.4%,-1.4
CCOC(=O)c1c(NC(=O)CSc2nnc(N)s2)sc(C)c1-c1ccc(C)cc1,1.9%,-9.8
CCCOc1cccc(-c2nnc(N)s2)c1,1.7%,7.3
CC(C)(C)NC(=O)CN1CCC(NC(=O)C23CC4CC(CC(C4)C2)C3)CC1,-5.2%,10.6

Sorted by number of heavy atoms (highest first): some entries from above
compound,GlmU inhibition,RmlCD inh 1536
CCOC(=O)c1c(NC(=O)CSc2nnc(N)s2)sc(C)c1-c1ccc(C)cc1,1.9%,-9.8
Nc1nnnn1/N=C/c1cccc(Oc2ccccc2)c1,.,7.5
CC(C)Cn1c(/C=C/c2ccco2)nc2ccccc21,-3.3%,-2.6
O=S(=O)(NCc1ccccc1Br)c1cccs1,-3.5%,-6.4

Next results follow.
compound,GlmU inhibition,RmlCD inh 1536
O=c1cc(N2CCOCC2)[nH]c(=O)n1Cc1ccc(F)cc1,-7.6%,-1.4
Cc1cccc(CN2CCN(Cc3ccc(-n4cccn4)cc3)CC2CCO)n1 (stereo unspecified),-3.3%,.
CCCCCCCNC(=O)c1ccc(N2CCC3(CC2)OCCO3)c([N+](=O)[O-])c1,0.7%,-12.0
OCCNC(=S)Nc1ccc(Cl)c(Cl)c1,2.5%,5.9
O=C(/C=C/c1ccc2ccccc2n1)c1cc(Cl)ccc1O,3.3%,-12.4
CC1CCC(NC(=O)Cn2ncc3ccccc32)CC1 (stereo unspecified),-2.2%,4.0
CN(C)c1ccc(-c2nc3ccccn3c2/N=C/c2ccc(Br)cc2)cc1,-1.4%,-7.4
COc1ccc(/C=C2\SC(=O)N(CC(=O)NN3CCN(C)CC3)C2=O)cc1OC,18.1%,.
CCC(C)NC(=O)CO/N=C/c1ccc(C(=O)OC)cc1 (stereo unspecified),1.0%,6.8
Cc1ccc(NC(=O)CCn2cnc3ccccc3c2=O)c(C)c1,-2.4%,1.9
CCOC(=O)c1ccc(N=CC2=C(O)CC(C)(C)CC2=O)cc1,-3.1%,.
COc1ccc(C(=O)NC2(C(F)(F)F)C(=O)N(Cc3ccco3)C3=C2C(=O)CC(C)(C)C3)cc1OC (stereo unspecified),-2.4%,-0.9
Cc1ccc(-n2c(C)cn(C(=O)c3ccccc3)c2=S)cc1,-1.6%,.
Cc1cc(NC(=O)c2ccc3c(c2)C(=O)N(CC(C)C)C3=O)no1,1.0%,-10.4
Cc1nn(-c2ccccc2)c2c1/C(=N/O)CC(C)(C)C2,.,15.9
O=C(Cn1nc(C(F)(F)F)c2c1CCCC2)NCc1ccco1,-0.9%,.
O=C(NCc1ccccn1)c1cc(-c2ccccc2)nc2ccccc12,-3.5%,.
Cc1cccc(NC(=O)c2sc3nc(N)c(C#N)cc3c2N)c1,-4.3%,-11.0
COc1ccc(C(=O)N2CCN(c3ccc(C)cc3)CC2)cc1OC,-4.5%,8.3
COc1ccc(-n2c(=S)[nH]c3cc(C(=O)NCCCN4CCCC4=O)ccc3c2=O)cc1,.,?

New compounds follow.
compound,GlmU inhibition,RmlCD inh 1536
COC(=O)C1(C(=O)OC)Sc2ccccc2C1=O,6.4%,5.9
Cc1ccc(CCNC(=O)CC2Oc3ccc(C)cc3NC2=O)cc1 (stereo unspecified),-2.5%,.
COc1ccc(Br)cc1CN(C)CC(=O)Nc1c(Cl)ccc(C)c1Cl,-2.8%,8.4
Fc1ccccc1CN1CCCN(C(=S)Nc2cccc(Cl)c2)C1,-3.6%,4.6
CCOc1ccc(Cl)cc1S(=O)(=O)NCc1cccnc1,-0.8%,44.9
COc1ccc(NC2=NC3(CCCCC3)N=C(N)N2)cc1,26.0%*,10.5
Cc1ccc2c(c1)C(=O)c1c(C(=O)O)cccc1-2,-3.8%,-1.4
COc1ccc(OCCOC(=O)Nc2ccccc2)cc1,-2.4%,6.9
Cc1cccc(NC(=O)c2oc3c(c2C)C(=O)CC(C)(C)C3)n1,8.7%,.
Cn1nc(C(=O)NNc2c(F)c(F)cc(F)c2F)c2ccccc2c1=O,0.0%,3.6
COCCN=c1scc(-c2cc(OC)ccc2OC)n1/N=C/c1c[nH]c2ccccc12,1.9%,13.9
CC(=C/c1ccccc1)/C=N/NC(=O)CSc1nc(C)cc(C)n1,1.2%,-2.0
COc1cccc(C(=O)Nc2cccc(OC(C)=O)c2)c1,3.1%,-6.5
O=C(N/N=C\c1ccccn1)C1COc2cc3ccccc3cc2O1 (stereo unspecified),-1.4%,.
Cc1[nH]c(=O)[nH]c(=O)c1S(=O)(=O)Nc1ccc(Oc2ccccc2)cc1,-2.5%,7.8
COc1ccc(NC(=O)C2=C(C)NC(=O)NC2c2cccs2)c(OC)c1 (stereo unspecified),5.9%,-1.6
COc1cccc(N2CCN(C(=O)c3cccn4c(=O)c5c(C)c(C)sc5nc34)CC2)c1,1.9%,-11.5
CCCOC(=O)c1sc2nc3c(cc2c1N)C(=O)CCC3,0.2%,-7.1
CC(C)c1cc(CN2CCOCC2)cc(C(C)C)c1O,-3.5%,-4.4
COC(=O)C1=C(C(=O)OC)[C@@H]2N(C)c3ccccc3[C@@]23C[C@@H](C(=O)OC)N(C(=O)c2ccco2)C3=N1,-4.0%,.

Later entries.
compound,GlmU inhibition,RmlCD inh 1536
Brc1ccc(-c2nnc3ccc(N4CCN(c5ccccc5)CC4)nn23)cc1,2.4%,.
Cc1nc2cc(NS(=O)(=O)c3ccccc3)ccc2n1C,3.4%,9.5
Cc1nc2cc(C(F)(F)F)ccc2n1C1CCN(CC(=O)N2CCOCC2)CC1,-3.5%,-1.8
CCN(/N=C/c1ccc(N(C)C)cc1)c1nc2ccccc2[nH]1,-2.1%,.
Cc1ccc2nc(Cl)c(/C=N/n3c(C)nnc3C)cc2c1,-4.7%,-16.0
CCCN(Cc1nc(-c2ccc(Cl)cc2)no1)CC1CCCO1 (stereo unspecified),-3.6%,3.8
O=C(/C=C/c1cccs1)NC(=S)NNC(=O)c1ccccc1O,-1.4%,-5.5
CCCc1[nH]nc2c1C(c1ccc(OC)c(Cn3nnc4ccccc43)c1)C(C#N)=C(N)O2 (stereo unspecified),0.6%,17.0
COc1cccc(-n2c(SCC(=O)N3CCOCC3)nc3c([nH]c4ccccc43)c2=O)c1,4.2%,.
C=CCN(CC=C)S(=O)(=O)c1ccc(NC(=S)NC(=O)/C=C/c2ccccc2)cc1,-5.2%,.
CCOC(=O)/C(=N/Nc1ccccc1)c1csc(Nc2ccccc2)n1,0.8%,13.6
Cc1nc(C(=O)N(C)C)nn1-c1ccc(Cl)cc1Cl,-5.3%,5.5
CCc1ccc(NC(=O)Cn2cccc2)cc1,9.1%,8.9
CCn1c(O)c(C=NCCN2CCOCC2)c(=O)[nH]c1=S,2.6%,-5.8
Cc1sc2ncnc(SCC(=O)N3CCCC3=O)c2c1C,4.4%,7.5
Cc1cc(C(=O)NNc2c(Cl)cccc2Cl)n(C(C)(C)C)n1,1.4%,.
CNC(=S)NNC(=O)CSCc1c(Cl)cccc1Cl,0.9%,-5.4
COc1ccc(C(=O)NNC(=O)Cc2ccc(Cl)cc2)cc1,1.7%,3.2
COc1ccccc1NC(=S)N(Cc1ccco1)Cc1cc2cc(C)cc(C)c2[nH]c1=O,5.9%,-1.6
COC(=O)C1(NC(=O)NC2CCCCC2)CCCCC1,.,-5.5

Remaining list, next part:
compound,GlmU inhibition,RmlCD inh 1536
CCN(CC(=O)Nc1ccc2c(c1)OCCO2)C(=O)/C=C/c1ccccc1,2.3%,3.8
N#CCSc1nnc(-c2cccnc2)n1-c1ccccc1,1.9%,.
Cc1cc(C)c(C#N)c(N2CCSCC2)n1,2.6%,.
Cc1ccc(C)c(C(=O)CCC(=O)NCc2ccc(Cl)cc2)c1,7.5%,7.0
COc1ccc(CCN2C(=O)c3[nH]nc(-c4ccccc4O)c3C2c2cccc(O)c2)cc1OC (stereo unspecified),-3.5%,15.5
O=C(NNc1ccccn1)C(c1ccccc1)c1ccccc1,-1.8%,-2.7
CCO/C(=C/c1sc2ccc(OC)cc2[n+]1CCCS(=O)(=O)[O-])CC,3.5%,4.0
O=C(N/N=C/c1[nH]c2ccccc2c1Cl)c1cccc(Br)c1,3.6%,-11.1
Cc1occc1C(=O)Nc1ccc2ccccc2c1,2.3%,2.0
O=C(N/N=C/C=C/c1ccc([N+](=O)[O-])cc1)c1cccs1,2.4%,.
CN(C)/C=C1\SC(=S)N(N2C(=O)C3C4C=CC(C4)C3C2=O)C1=O (stereo unspecified),1.6%,7.7
C=CCNCCOCCOc1ccc(C)cc1Br,0.3%,-3.4
COC(=O)Cn1cnc2sc3c(c2c1=O)CCCC3,1.4%,-8.0
Cc1ccc(NC(=O)Cc2ccccc2)c(C)c1,2.1%,-9.0
CC(C)CCNC(=O)NC(=O)COC(=O)CCN=C1NS(=O)(=O)c2ccccc21,-0.6%,-4.7
CC(=O)NNc1cc(C)nc(N)n1,-0.4%,.
O=c1[nH]c(=O)n(-c2cccc3ccccc23)c(O)c1/C=N/N1CCCCCC1,2.2%,-14.6
O=C1C2=C(c3ccccc31)[N+](=O)C1CCCCC1N2[O-] (stereo unspecified),-2.6%,-5.1
N/C(=N\OC(=O)CCn1cccc(C(F)(F)F)c1=O)c1ccc(OC(F)(F)F)cc1,-0.1%,-3.7
